Compound activity deposited in PubChem BioAssay by several laboratories.
GSTO1 counter: inhibitors of recombinant GSTO1, primary screen, counter-screen for RBBP9 inhibitor project, biochemical, fluorescence polarization; inhibition, % at 5.96 µM; Glutathione S-transferase omega-1 (Homo sapiens), P78417; activity-based probe fluorescence polarization; 300,000 tested, 1.1% active; AID 1974, 2009;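 active = inhibition above the campaign mean inhibition plus 3 SD, cut at about 35% in these data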;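 also: 0% = GSTO1-1 with DMSO and 100% = wells lacking GSTO1-1 enzyme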
BCLXL inh: inhibitors of human Bcl-xL, primary screen, biochemical, fluorescence polarization, HTS; Bcl-2-like protein 1 (Homo sapiens), Q07817; GST-Bcl-xL / FITC-Bim BH3 peptide fluorescence polarization; inhibition, % at 10.9 µM; 320,000 tested, 0.7% active; AID 2129, 2009;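 active = inhibition above the mean of all tested compounds plus 3 SD, cutoff set per campaign, cut at about 30% in these data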;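 also: 0% = DMSO wells and 100% = unlabeled Bim-BH3 peptide competitor; inhibitors lower millipolarization by displacing the labeled peptide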
Fam108B inh: mouse Fam108B serine hydrolase inhibitors, primary screen, counter-screen for RBBP9 inhibitor project, biochemical, fluorescence polarization | recombinant Fam108B, FP-Rh probe fluorescence polarization | inhibition, % at 9.51 µM | 300,000 tested, 0.33% active;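 active = inhibition above the screen mean inhibition plus 3 SD, computed separately per campaign, cut at about 18% in these data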;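 also: inhibitors lower polarization as less probe binds the enzyme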
PME-1 primary: PME-1 inhibitors via competitive probe labeling, primary screen, biochemical, fluorescence polarization, FP-Rh probe, HTS; Protein phosphatase methylesterase 1 (Homo sapiens), Q9Y570; recombinant PME-1; inhibition, % at 5.9 µM; 320,000 tested, 0.53% active; AID 2130, 2009;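 active = inhibition above the campaign mean of all compounds plus 3 SD, cut at about 26% in these data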;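 also: competitive labeling of PME-1 active site by serine hydrolase directed probe; 0% = PME-1 with DMSO and 100% = wells lacking PME-1 enzyme; inhibitors block probe labeling so polarization falls and inhibition rises; many of its hits are not listed in these tables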
GLD-1 TGE inh: GLD-1/TGE RNA complex disruptors, primary screen, biochemical, fluorescence polarization; 320,000 tested, 0.44% active; Female germline-specific tumor suppressor gld-1 (Caenorhabditis elegans), Q17339; purified GLD-1 + fluorescein TGE RNA; inhibition, % at 5.96 µM;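 active = percent inhibition above a per-plate cutoff, the plate mean of test compounds plus 3 SD, cut at about 30% in these data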;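 also: 0% = DMSO wells with GLD-1 and probe and 100% = wells lacking GLD-1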
Target sequence (Q17339 whole entry, looked up): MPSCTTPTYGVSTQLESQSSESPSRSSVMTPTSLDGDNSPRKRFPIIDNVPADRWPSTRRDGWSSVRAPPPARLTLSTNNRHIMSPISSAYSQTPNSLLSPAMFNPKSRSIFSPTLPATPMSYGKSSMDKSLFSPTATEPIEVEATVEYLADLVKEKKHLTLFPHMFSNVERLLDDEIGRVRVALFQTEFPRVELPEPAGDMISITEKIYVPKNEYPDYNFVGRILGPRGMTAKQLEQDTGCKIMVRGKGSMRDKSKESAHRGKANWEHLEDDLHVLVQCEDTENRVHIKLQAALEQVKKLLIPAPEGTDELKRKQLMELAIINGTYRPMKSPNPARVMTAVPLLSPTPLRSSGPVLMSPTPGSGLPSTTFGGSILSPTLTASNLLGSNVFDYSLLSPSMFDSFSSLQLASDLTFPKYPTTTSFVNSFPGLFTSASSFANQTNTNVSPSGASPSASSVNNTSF
TPT1 inh: Candida albicans TPT1 enzyme inhibitors, primary screen, biochemical, fluorescence polarization | tRNA 2'-phosphotransferase TPT1 (Candida albicans SC5314) | recombinant caTPT1, FP RNA substrate dephosphorylation | inhibition, % at 5 µM | 300,000 tested, 0.81% active;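 active = inhibition above the mean of all tested compounds plus 3 SD, set per screening campaign, cut at about 24% in these data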;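 also: plate controls were DMSO alone for no effect and ferristatin control at 100 nM for full effect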
PAD4 FP inh: human PAD4 inhibitors, primary screen, biochemical, fluorescence polarization, 1536-well format | recombinant PAD4, RCA probe fluorescence polarization | inhibition, % at 6.36 µM | 330,000 tested, 0.41% active;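 active = percent inhibition above a cutoff equal to the mean of all tested compounds plus 3 SD, cut at about 15% in these data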;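 also: 0% = PAD4 with RCA probe and DMSO and 100% = probe without PAD4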
MEX-5 binding: MEX-5 zinc finger RNA-binding disruptors – biochemical, C. elegans, fluorescence polarization, MLPCN library, primary screen. MEX-5/FITC-TCR2 RNA binding; active compounds read low. 300,000 tested, 0.38% active. Zinc finger protein mex-5 (Caenorhabditis elegans), Q9XUB2. AID 1832, 2009. activity score (negative = inhibition of binding), % at 10 µM;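 active = inhibition past about -25% in most replicates, and total fluorescence under double the plate's negative control median, limit read from the data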;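 also: 0% = DMSO and -100% = 5 µM competing unlabeled TCR2 RNA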
Target sequence (Q9XUB2 whole entry, looked up): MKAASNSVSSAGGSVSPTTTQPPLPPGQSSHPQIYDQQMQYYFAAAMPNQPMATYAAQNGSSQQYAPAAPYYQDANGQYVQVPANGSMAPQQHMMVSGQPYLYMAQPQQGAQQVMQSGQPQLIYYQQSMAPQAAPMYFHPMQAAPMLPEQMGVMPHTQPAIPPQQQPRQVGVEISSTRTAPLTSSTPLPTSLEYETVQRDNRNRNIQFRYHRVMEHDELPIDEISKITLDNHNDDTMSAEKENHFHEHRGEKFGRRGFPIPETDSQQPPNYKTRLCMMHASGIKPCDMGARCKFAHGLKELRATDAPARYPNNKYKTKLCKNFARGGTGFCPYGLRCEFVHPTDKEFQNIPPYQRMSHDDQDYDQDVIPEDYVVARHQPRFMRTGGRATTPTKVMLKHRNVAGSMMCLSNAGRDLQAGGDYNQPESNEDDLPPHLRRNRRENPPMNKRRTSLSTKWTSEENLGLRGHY
MCL1 BIM primary: inhibitors of MCL1 binding to BIM-BH3, primary screen, biochemical, fluorescence polarization | 320,000 tested, 0.68% active | AID 2057, 2009 | inhibition, % at 10.9 µM | GST-MCL1 / FITC-Bim-BH3 fluorescence polarization;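 active = inhibition above the mean inhibition of all tested compounds plus 3 SD, set per campaign, cut at about 40% in these data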;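 also: 0% = DMSO wells and 100% = unlabeled Bim-BH3 peptide control; higher means more loss of mP so more displacement of Bim peptide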
* = called active by the depositor; . = no result given. These rows are one share of the data; count on the stated rates, not on these rows.

SMILES	GSTO1 counter	BCLXL inh	Fam108B inh	PME-1 primary	GLD-1 TGE inh	TPT1 inh	PAD4 FP inh	MEX-5 binding	MCL1 BIM primary
Cc1cccc(C)c1NC(=O)NN=C1CCCCC1	-4	2	2	0	-6	1	-1	-29*	-2
Cn1cccc1CNC(=O)Nc1ccc(Cl)c(Cl)c1	-9	6	1	-9	2	-2	-6	1.9	-2
CCCn1nc(C(=O)Nc2nnc(C3CC3)s2)c2ccccc2c1=O	.	3	.	0	3	.	2	.	7
O/N=C/c1ccc(OCc2ccccc2F)c(Cl)c1	-1	3	-7	-21	-1	1	2	1.9	3
COc1ccc(C(=O)NNC(=S)NC(=O)c2ccccc2)cc1	9	4	3	-4	-5	-3	1	-1.2	5
CCn1ncc(Cl)c1C(=O)NC(=S)Nc1c(C)cc(C)cc1[N+](=O)[O-]	-7	-9	-7	-4	-4	-4	-6	-1.6	-13
O=C(NCC(=O)N1CCN(C(=O)c2ccccc2)CC1)c1ccccc1	.	-1	.	0	4	.	-1	.	-3
N#Cc1nc(-c2ccccc2)oc1NCC1CCCO1 (configuration not stated)	-1	9	1	3	3	-1	7	1.5	10
c1cc2c(cc1Cn1cnnn1)OCO2	2	-7	1	-3	-3	-3	-2	-4.6	2
COc1cccc(C2CC(c3ccc(Cl)cc3)Nc3nc(N)nn32)c1 (configuration not stated)	1	9	5	3	3	-3	-2	-1.2	3
Cc1ccc(CCNC(=O)C2CCN(S(=O)(=O)c3ccc4c(c3)NC(=O)CO4)CC2)cc1	4	2	1	9	-2	3	0	-0.2	6
CC(C)CNC(=O)C(=O)NCc1ccccn1	-3	4	1	2	-1	-4	-1	3.0	-1
COc1cc2c(cc1OC)C(c1cccs1)N(C(=O)c1ccncc1)CC2 (configuration not stated)	-3	-1	0	13	6	4	-6	-1.9	0
CCCCc1nc(Cl)c(C#N)c2c1CSC(C)(C)C2	2	-3	1	5	4	0	3	0.9	-4
CC(=O)Nc1ccc(S(=O)(=O)NCCC(=O)OCC(=O)c2ccc(F)c(F)c2)cc1	2	1	5	8	0	0	0	2.5	-7
CCOc1ccc(C(=O)NCc2cccnc2)cc1[N+](=O)[O-]	5	0	0	-4	7	0	-6	-2.6	3
CCCOC(=O)c1ccc(S(N)(=O)=O)o1	3	3	7	1	7	1	-1	1.6	12
Cc1ccc(NS(=O)(=O)c2cccc(C(=O)N3CCCCCCC3)c2)cc1	4	4	1	9	8	2	-2	-0.1	4
O=C1CC(c2ccccc2)Cc2nc(NC3CC3)ncc21 (configuration not stated)	0	-1	-5	-3	2	0	-4	0.0	1
COc1ccc(Cn2c(-c3ccc(OC)cc3)nc3ccccc32)cc1	-2	0	-2	-4	2	3	1	1.3	-2
CN(C)CCN(C(=O)c1ccc2c(c1)CCCC2)c1nc2c(F)cccc2s1	28	14	9	6	-1	-2	-19	0.5	17
CC1CCN(C(=O)Cn2cc(C#N)c3ccccc32)CC1	-6	6	0	-2	-3	5	-2	1.3	8
Cc1cc(=O)oc2cc(OCC3CC(c4ccc(Cl)cc4)=NO3)ccc12 (configuration not stated)	-3	5	-3	3	4	0	-5	0.1	11
O=C(CSc1nnc(COc2cccc3cccnc23)o1)c1ccc(F)cc1	27	-1	1	0	-5	-2	-2	2.0	-5
O=C(NC(Cc1ccccc1)c1ccc2c(c1)OCCCO2)c1ccccc1 (configuration not stated)	-1	2	-3	-9	4	0	-4	1.5	-1
COc1ccc(N2CCN(S(=O)(=O)CCNC(=O)/C=C/c3ccc4c(c3)OCO4)CC2)cc1	-16	-1	1	1	2	0	-6	-2.8	-1
CCn1cc(C2=NC(C)(C)CO2)c2ccccc21	8	6	-2	3	6	-2	-2	0.6	0
Cc1cccc(-n2c(-c3ccoc3C)n[nH]c2=S)c1	3	-9	-3	-3	-5	-2	-13	5.0	-15
Cc1ccc(SCc2ccc(C(=O)Nc3cc([N+](=O)[O-])ccc3C)cc2)cc1	2	2	4	2	-3	0	-2	-0.4	6
OCC[C@H]1C[C@H](O)[C@@H](O)[C@@]2(CCCCO2)O1	2	2	-1	3	-6	-2	-5	2.3	4
Cc1ccc2[nH]c(CCN(C)C)c(CC#N)c2c1	-4	-1	-1	7	-4	-2	-4	0.3	2
COC(=O)C1=C(C)OC(N)=C(C#N)C1c1cc(C)sc1C (configuration not stated)	6	2	1	-1	-3	-7	-3	-7.2	3
C=CCNc1nc2ccccc2nc1NS(=O)(=O)c1cccs1	2	9	0	6	1	0	-2	-0.3	4
CC1=C(C(=O)O)N2C(=O)C(NC(=O)c3ccccc3Cl)C2SC1 (configuration not stated)	-2	3	-4	2	-1	-3	-4	-1.3	1
COc1ccccc1S(=O)(=O)Cc1ccc(C(=O)NC(C)c2ccc3c(c2)OCCO3)o1 (configuration not stated)	2	4	4	-4	-7	-1	2	5.5	3
Cc1ccc(NC(=O)COC(=O)COc2cccc3c2OC(C)(C)C3)c(C)c1	0	-4	1	4	2	-2	3	-0.2	-18
Cc1ccc(NC(=O)c2oc3ccc(S(=O)(=O)N4CCC5(CC4)OCCO5)cc3c2C)cc1C	-12	5	-35	-31	-1	-2	5	-0.5	10
CCNc1nc(NCC)n2c(SCC(=O)NCC3CCCCC3)nnc2n1	-2	-1	0	-5	-4	2	-2	-0.9	-3
O=C(CSc1nnc(CNC(=O)c2ccccc2)o1)NCc1ccc(F)cc1	0	6	0	-5	2	3	4	1.2	6
N#Cc1ccccc1NC(=O)COC(=O)c1ccc(F)cc1F	7	2	4	-2	-1	-3	-5	0.9	-2
CCOc1ccccc1Oc1coc2cc(OC)ccc2c1=O	3	-3	0	-2	1	-2	1	1.3	0
CCOC(=O)N1CCN(c2cc(=O)n(-c3ccc(OC)cc3)c(=O)[nH]2)CC1	-3	-1	5	2	8	-1	2	.	2
Cc1ccccc1N(C(=O)c1csnn1)C(C(=O)NC1CCCCC1)c1ccncc1 (configuration not stated)	-1	2	2	0	4	1	-1	-0.5	4
CCCC(=O)Nc1ccc(Cl)c(NC(=O)C(C)(C)C)c1	4	1	-3	-5	8	2	4	1.7	3
CCn1c(CC(=O)Nc2ccccc2F)nnc1SCC(=O)Nc1nnc(C)s1	-2	1	1	3	2	0	-1	-3.0	-1
COc1ccccc1Nc1nc(N)nc(CSc2ncccn2)n1	-4	0	0	-1	4	-3	-1	-1.5	-3
Cc1ccc(N/N=C(\C#N)C(N)=S)cc1C	-1	4	4	20	0	-1	3	2.1	3
Cc1nc2ccsc2c(=O)n1-c1ccc(Cl)cc1	8	-1	0	1	5	0	2	-1.3	2
CCOc1ccc(N2C(=O)CC(SC(=NC)Nc3ccc4c(c3)OCO4)C2=O)cc1 (configuration not stated)	-1	2	2	0	7	-1	2	2.7	6
Cc1cccc(OCCC(=O)NCC(=O)Nc2cccc(C)c2C)c1	2	-1	1	0	-5	-2	-2	-2.0	-18

Following part:
SMILES	GSTO1 counter	BCLXL inh	Fam108B inh	PME-1 primary	GLD-1 TGE inh	TPT1 inh	PAD4 FP inh	MEX-5 binding	MCL1 BIM primary
Cc1cc(OCC(=O)NCc2ccccn2)c2c(C)cc(=O)oc2c1	-6	1	1	2	0	-1	1	-3.5	1
CCCCN(C(=O)c1cccs1)C1CCS(=O)(=O)C1 (configuration not stated)	1	4	0	1	-2	-2	0	-3.2	4
COc1ccc(NC(=O)COC(=O)c2ncc(Cl)c(Cl)c2Cl)c(OC)c1	2	3	0	5	4	-2	0	0.7	2
CC1(C)N=c2ccc([N+](=O)[O-])c(N)c2=[N+]1[O-]	18	9	1	4	1	-3	-1	1.3	7
CC(=O)Nc1ccc(SCC(=O)c2c(N)n(Cc3ccccc3)c(=O)n(C)c2=O)cc1	-3	4	0	3	-2	1	4	-0.3	1
CCOC(=O)C1(CCOC)CCN(C2C3CC4CC(C3)CC2C4)CC1 (configuration not stated)	-5	5	1	-2	-1	4	-6	1.6	4
Cc1nc2nc(C)c(NS(=O)(=O)c3cccs3)c(=O)n2[nH]1	2	-2	-3	-3	-7	-2	1	-2.4	-8
CNNC(=S)NCCC1=CCCCC1	4	-5	-2	2	2	1	-2	1.9	6
CN1CCN(C2Cc3ccc(Cl)cc3Sc3ccc(F)cc32)CC1 (configuration not stated)	5	0	2	0	-1	-4	1	.	-4
Cc1ccc(Sc2c(C)nn(C(=O)CNS(=O)(=O)c3ccc(F)cc3)c2C)cc1	2	0	4	-7	1	2	3	-0.3	-5
O=S(=O)(NCC(c1ccccc1)N1CCNCC1)c1ccc(Cl)cc1 (configuration not stated)	2	3	0	-5	6	-1	-2	2.1	3
CC(C)NC(=S)NNC(=O)C12CC3CC(CC(C3)C1)C2	8	3	1	4	-12	-1	-1	0.2	7
COc1ccc(F)cc1S(=O)(=O)N1CCC2(CC1)OCCN2S(=O)(=O)c1cccs1	0	5	1	8	5	-2	-1	-0.3	3
Cc1cc(C)n(-c2nc3ccccc3c(=O)n2OCc2ccc(F)cc2)n1	1	6	8	-2	3	4	1	-2.0	-5
CCOc1cc(C(=O)OCc2ccc(C(=O)OC)o2)cc(Br)c1OC	4	5	2	5	0	0	0	0.4	11
O=C(c1cc2ncccn2n1)N1CCc2c([nH]c3ccccc23)C1c1ccccc1F (configuration not stated)	-1	5	3	16	-1	-3	0	0.9	1
Cc1ccnc(NC(=O)c2cc(-n3cnnc3)ccc2Cl)c1	-1	0	-1	1	9	1	-4	-1.5	-2
C=CCn1c(-c2ccc3[nH]c(C)c(C)c3c2)n[nH]c1=S	3	-16	10	7	1	3	-3	0.3	-16
COc1ccccc1-c1nc(-c2ccccc2)[nH]c(=O)c1C#N	5	5	2	-13	-6	-1	9	-1.5	-7
OCCN1CCN(C(=S)c2ccc(Br)cc2)CC1	2	3	4	-11	8	0	3	1.8	0
CCC/C(=N\NC(=O)CNC(=O)c1ccc(Cl)cc1)c1ccccc1	0	6	-5	-2	-8	0	-5	0.1	-1
CN(C)C(=O)c1ccc(NC(=O)c2ccc(-c3ccc(Cl)cc3)o2)cc1	-8	-12	-4	-21	-2	-1	-10	-8.8	-16
COc1ccc(C2=CC(=O)CC(C)(C)C2)cc1	.	-1	.	1	3	.	2	.	1
COc1cccc(Nc2nc(-c3ccc4c(c3)OCCO4)cs2)c1	5	2	18	17	0	1	0	1.7	6
CCCCN(CC)S(=O)(=O)c1ccc(C(=O)Nc2nnc(COC)o2)cc1	7	7	2	-3	8	-9	3	-0.5	9
COc1ccccc1CC(=O)Nc1c[nH]c(=O)[nH]c1=O	5	8	2	0	3	-3	-5	-0.6	12
CN1CCN(S(=O)(=O)c2ccc(Nc3ccc(F)cc3)nc2)CC1	-1	5	-1	-3	-4	-2	1	-2.3	0
